# Bioassay records deposited in PubChem by several laboratories.
# Redox H2O2 prof: compounds producing H2O2 with reducing agent – biochemical, NIH compound library profiling, artefact control for MLSCN library redox annotation, primary screen | DTT-dependent redox cycling H2O2, phenol red/HRP absorbance; 100% = 100 µM peroxide control, 0% = buffer | actives 0.03% (n = 200,000) | AID 878 | activation, % at 10 µM;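 active = activation of at least 50% relative to the plate's high and low controls in the primary single-dose screen; inactive = activation below 50%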;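 note: compound incubated with DTT at 0.8 mM final as the reducing agent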
# Diaphorase inh: diaphorase inhibition or chemical oxidation counter-screen | diaphorase resazurin-to-resorufin fluorescence, NADH, 16 min; bacterial (C. kluyveri) enzyme, not human | inhibition, % at 20 µM | actives 0.69% (n = 190,000) | AID 1217;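 active = primary screen inhibition at 20 µM above a set limit, cut at about 50% in these data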;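 note: plate controls were DMSO with full reaction for no effect and wells lacking NADH for full effect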
#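 Test system: bacterial diaphorase enzyme (C. kluyveri); Quantity: 0.14 U/mL diaphorase, enzyme working solution; Times: reaction incubation of 16 min at room temperature; Measured by: fluorescence of resorufin formed from resazurin, Ex 544/Em 590 nm; Benchmarks: positive control minus NADH, DMSO neutral control.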
# RAM network inh: inhibitors of the yeast RAM network; S. cerevisiae dse1pr::URA3 reporter, 5-FOA growth OD615, 2 d; analog-sensitive cbk1-as2 kinase mutant strain; inhibition, % at 50 µM; actives 1.8% (n = 190,000); AID 868;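 active = inhibition above a set limit, 3 SD over mean compound inhibition, cut at about 8.4% in these data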;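 note: 0% = DMSO-only wells with no growth and 100% = 10 µM 1-NA-PP1 full growth; inhibition rescues growth on 5-FOA so higher OD means more RAM inhibition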
# PMI activator: phosphomannose isomerase (human) activation | purified human PMI, coupled resazurin fluorescence, 20 min; hits give high values; 1 = vehicle control, 0 substrate-free wells | activation factor at 20 µM | P34949 | actives 0.005% (n = 190,000) | AID 1214;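 active = activation factor of 2 or more at 20 µM, relative to plate controls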
# G6PDH CS: L. mesenteroides G6PDH inhibition counter-screen | AID 1020 | inhibition, % at 5 µM | actives 0.12% (n = 200,000) | Purified L. mesenteroides G6PDH, diaphorase/resazurin coupled fluorescence, 45 min
# Hsp70 act: Hsp70 transcriptional activation, primary screen. HeLa Hsp70 promoter luciferase reporter, luminescence; scaled: vehicle 0, proteasome-inhibitor control 100%. activation, % at 10 µM. actives 0.04% (n = 200,000). AID 1203;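 active = activation above the mean across all tested compounds plus 3 SD, cutoff set per campaign, cut at about 5.5% in these data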;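 note: 100% = MG132 at 30 µM as the positive control and 0% = DMSO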
# PMI act satM6P: activators of human phosphomannose isomerase at near-saturating mannose 6-phosphate | P34949 | coupled PMI enzyme assay, resazurin fluorescence, 20 min; hits give high values; 1 = untreated enzyme, 0 = substrate-free blank | activation factor at 20 µM | actives 0.34% (n = 190,000);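 active = activation factor of 2 or more at 20 µM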
#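 Material: human phosphomannose isomerase with PGI, G6PDH, diaphorase coupling enzymes. Quantity: 15 ng/mL PMI. Medium: HEPES pH 7.4 buffer with MgCl2 and Tween-20. Reagent: Near-saturating mannose-6-phosphate, 1.0 mM. Compound: 20 µM single dose. Times: enzyme reaction with compound 20 min at room temperature. Detection: resorufin fluorescence at Ex 544/Em 590 nm.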
# L major viab: Leishmania major promastigote growth inhibition | inhibition, % at 10 µM | Leishmania major promastigotes, resazurin fluorescence viability | AID 1063 | actives 9% (n = 200,000);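 note: promastigotes grown with compound for 44 hours at 28 °C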
# Diaphorase act: diaphorase activation or chemical reduction counter-screen; actives 0.005% (n = 190,000); AID 1229; Diaphorase/resazurin coupled assay, resorufin fluorescence, 16 min; hits give high values; 1 = vehicle wells, 0 = NADH-free wells; activation factor at 20 µM;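 active = diaphorase activity raised at least twofold by the compound at 20 µM; inactive = activation factor below 2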
#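 Test system: Clostridium kluyveri diaphorase, purified enzyme; input: enzyme 0.07 U/mL final; buffer or medium: 50 mM HEPES pH 7.4 with 4.542 mM MgCl2, 0.005% Tween 20; also added: 0.114 mM NADH and 0.1 mM resazurin, final amounts; schedule: 16 min enzyme reaction, ambient temperature; technique: fluorescence of resorufin, 544 nm excitation, 590 nm emission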
# S1P3 antag: S1P3 (human) receptor antagonism; Q99500; CHO S1P3 NFAT-BLA reporter, FRET fluorescence, antagonist mode; inhibition, % at 4.98 µM; actives 0.27% (n = 170,000);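 active = inhibition above the plate cutoff, the mean inhibition of test wells on that plate plus 3 SD, cut at about 28% in these data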;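 note: cells challenged with S1P at its EC80 of 0.8 µM; blue over green emission ratio from cleaved BLA substrate after 4 h stimulation; 0% = S1P-stimulated wells and 100% = unstimulated DMSO-only wells; some compounds past the cut are filed as inactive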
# TLR4 MyD88 comp: blocks binding of human TLR4 to MyD88 | HeLa CL3-4 TLR4/MyD88 BLA complementation, FRET ratio | actives 0.18% (n = 200,000) | AID 861 | inhibition, % at 8.4 µM; in the data active = inhibition above about 25%;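 note: 0% = vehicle and 100% = reference inhibitor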
# Target sequence (O00206 whole entry, looked up): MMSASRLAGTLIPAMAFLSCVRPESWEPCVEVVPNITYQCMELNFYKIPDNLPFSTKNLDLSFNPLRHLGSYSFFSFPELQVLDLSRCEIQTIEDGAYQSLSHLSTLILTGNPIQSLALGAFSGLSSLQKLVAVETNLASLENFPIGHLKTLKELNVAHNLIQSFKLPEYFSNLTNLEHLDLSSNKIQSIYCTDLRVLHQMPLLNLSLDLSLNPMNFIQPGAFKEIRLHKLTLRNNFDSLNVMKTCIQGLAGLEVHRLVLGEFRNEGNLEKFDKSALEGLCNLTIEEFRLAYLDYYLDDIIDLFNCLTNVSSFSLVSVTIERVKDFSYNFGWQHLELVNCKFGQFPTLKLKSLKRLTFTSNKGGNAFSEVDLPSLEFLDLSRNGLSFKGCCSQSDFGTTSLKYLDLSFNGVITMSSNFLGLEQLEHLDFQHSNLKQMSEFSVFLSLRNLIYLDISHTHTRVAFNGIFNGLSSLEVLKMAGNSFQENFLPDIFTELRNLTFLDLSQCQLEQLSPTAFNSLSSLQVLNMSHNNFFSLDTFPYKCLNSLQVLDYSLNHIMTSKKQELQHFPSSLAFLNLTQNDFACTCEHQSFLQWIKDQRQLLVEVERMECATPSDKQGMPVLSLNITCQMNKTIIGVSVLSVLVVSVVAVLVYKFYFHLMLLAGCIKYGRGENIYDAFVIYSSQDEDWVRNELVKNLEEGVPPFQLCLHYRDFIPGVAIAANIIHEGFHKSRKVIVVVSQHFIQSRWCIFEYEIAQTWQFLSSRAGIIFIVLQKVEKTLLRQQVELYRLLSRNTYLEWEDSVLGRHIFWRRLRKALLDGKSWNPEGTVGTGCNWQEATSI
# Target sequence (Q99836 whole entry, looked up): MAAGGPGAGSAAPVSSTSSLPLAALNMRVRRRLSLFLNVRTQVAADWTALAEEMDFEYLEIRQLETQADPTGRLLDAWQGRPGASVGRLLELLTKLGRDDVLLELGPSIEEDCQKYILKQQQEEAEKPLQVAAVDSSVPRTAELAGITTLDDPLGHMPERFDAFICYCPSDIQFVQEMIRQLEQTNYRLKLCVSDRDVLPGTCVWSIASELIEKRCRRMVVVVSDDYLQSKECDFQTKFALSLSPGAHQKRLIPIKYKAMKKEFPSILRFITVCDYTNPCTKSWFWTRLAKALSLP
# The depositor's hits bear a star; · = not tested or not shown. Cut-off read from the data, not from the text of the source, unless noted: active = inhibition above about 50%; inactive = the rest.
SMILES,Redox H2O2 prof,Diaphorase inh,RAM network inh,PMI activator,G6PDH CS,Hsp70 act,PMI act satM6P,L major viab,Diaphorase act,S1P3 antag,TLR4 MyD88 comp
O=C(NN1C(=O)c2ccccc2NC1c1cccnc1)c1ccccc1 (stereo unspecified),0.1,5,2.3,1.2,-4,-0.2,1.1,3,1,9,-12
CCOC(=O)C1=C(C)NC(SC(C)=O)=NC1c1ccc(OC(C)=O)c(OC)c1 (stereo unspecified),0.1,18,0.4,0.8,2,-0.3,1,29,0.8,·,7
CN(C)C(=O)Cn1c(SCC(=O)NC2CCCCC2)nc2ccccc21,2.0,7,0.5,1,0,-0.2,0.9,-7,0.9,4,-9
COc1cccc(NC(=O)CSc2ccccn2)c1,0.1,18,1.6,0.9,4,0.5,0.9,6,0.8,4,10
COc1ccc(C(=O)n2c(-c3ccco3)nc3ccccc32)cc1,0.0,19,0.5,0.8,2,0.4,0.8,12,0.8,12,-2
O=C(O)CC(SCc1ccc(C(=O)O)o1)C(=O)O (stereo unspecified),2.4,1,1.8,1.1,4,-0.2,1.2,-3,1,·,-5
O=P(O)(c1ccccc1)c1ccccc1O,4.0,31,0.9,0.9,1,-0.2,0.9,-4,0.7,·,4
CCOc1cc(C2NC(=O)N(C)C(C)=C2C(=O)OC)cc(Br)c1O (stereo unspecified),0.7,26,0.4,0.8,-1,-0.1,0.8,2,0.7,-21,-1
O=C(Nc1nnc(-c2ccc(Cl)s2)o1)C1CC1,-0.2,7,5.0,1.1,22,-0.1,1,61*,0.9,4,-5
COc1ccc(/C=C2\SC(=O)N(CCn3cnnn3)C2=O)cc1,-2.4,9,2.4,1,8,0.3,0.9,7,0.9,-13,-22
COC(=O)Cn1cc(C(=O)OC)cc(Br)c1=O,-0.8,1,1.3,1,12,0.1,1,-2,1,·,-6
CCn1cc(C(=O)NCc2ccc3c(c2)OCO3)c(=O)c2cc(S(=O)(=O)N3CCOCC3)ccc21,2.3,8,5.7,0.9,-5,-0.4,1,-10,0.9,-10,-28
CCc1cc2c(=O)c(-c3nc(C)cs3)c(CCCC(=O)O)oc2cc1O,-1.0,9,-0.1,0.9,8,-0.2,1,1,0.9,-3,18
CC(C)c1ccc(C(C(=O)NC2CCCCC2)N(C(=O)c2ccccn2)c2cccnc2)cc1 (stereo unspecified),-0.2,-7,5.3,1.1,6,-0.2,1,9,1.1,0,1
CC(C)(C)NCC(O)(c1ccc(Cl)cc1)c1ccc(Cl)cc1,10,-5,-0.3,1.1,18,-0.2,1.1,24,1,8,-4
CC1=NN(C(=O)CSCc2ccccc2)C(O)(c2ccc(F)cc2)C1 (stereo unspecified),0.1,-6,1.6,1.1,5,0.0,1.1,99*,1.1,-3,-3
Fc1ccc(F)c(NC(=S)NCCc2ccccc2)c1,-0.3,11,-2.5,0.9,2,-0.3,1,36,0.9,1,3
N/C(=N\OC(=O)CCCOc1ccccc1)c1ccncc1,-0.2,15,0.1,1,9,0.1,0.9,2,0.8,-17,-11
COc1ccc(CC(=O)N2CC(=O)N(CCc3ccccc3)C(=O)C2)cc1,0.4,8,1.2,0.9,3,-0.3,1,-1,0.9,-28,12
CCOC(=O)c1[nH]c(C)c(C(=O)Nc2cc(OC)ccc2OC)c1C,0.6,14,0.9,0.8,-28,0.0,0.8,19,0.9,15,1
COc1ccc(NC(=O)c2ccc(Br)o2)cc1,-0.8,10,-0.4,0.9,17,0.2,0.9,0,0.9,-7,3
Cc1ccc(C(=O)NNC(=O)CSc2n[nH]c(-c3cccnc3)n2)cc1,-0.2,-2,2.8,0.9,10,-0.1,1,-5,1,4,6
c1ccc(-c2nc(NCc3cccnc3)c3ccccc3n2)cc1,-5.8,-4,-0.4,0.9,8,-0.3,1,80*,1,·,4
CC1=C/C(=N\NC(=O)c2ccccc2)CC1,-0.3,-1,1.6,1.1,12,0.3,1.1,-3,1,4,-20
COc1ccc(-n2c(Cc3cccn3C)nnc2SCC(=O)Nc2nc(C)cs2)cc1,-1.1,2,2.7,1,4,-0.2,1,-8,1,-6,-4
CCOC(=O)C1=C(O)/C(=C\c2ccc(CNC(=O)C(=O)Nc3ccc(C)c(C)c3)o2)N=C1C,0.8,18,2.1,1.3,2,-0.2,1.5,-3,0.8,·,-6
COC(=O)c1cccc(NC(=O)c2ccco2)c1,0.5,5,0.0,1.1,4,0.1,1.1,45,0.9,·,-1
Cc1ccc(N(CCC(=O)O)S(=O)(=O)c2ccccc2)cc1,-0.3,6,0.7,0.9,9,-0.4,0.9,-6,0.9,2,-1
O=C(CN1CCCCCC1)N1c2ccccc2Sc2ccc(C(F)(F)F)cc21,-0.1,14,0.6,1.1,11,-0.3,1.1,46,0.9,·,-1
Cc1cc(Cl)ccc1NC(=S)NCc1ccccc1Cl,-0.2,12,1.9,0.9,11,-0.1,0.9,21,0.9,14,-3

# 11 neighbouring entries out of the list so far, for reference:
SMILES,Redox H2O2 prof,Diaphorase inh,RAM network inh,PMI activator,G6PDH CS,Hsp70 act,PMI act satM6P,L major viab,Diaphorase act,S1P3 antag,TLR4 MyD88 comp
CCOC(=O)c1[nH]c(C)c(C(=O)Nc2cc(OC)ccc2OC)c1C,0.6,14,0.9,0.8,-28,0.0,0.8,19,0.9,15,1
COc1ccc(NC(=O)c2ccc(Br)o2)cc1,-0.8,10,-0.4,0.9,17,0.2,0.9,0,0.9,-7,3
Cc1ccc(C(=O)NNC(=O)CSc2n[nH]c(-c3cccnc3)n2)cc1,-0.2,-2,2.8,0.9,10,-0.1,1,-5,1,4,6
c1ccc(-c2nc(NCc3cccnc3)c3ccccc3n2)cc1,-5.8,-4,-0.4,0.9,8,-0.3,1,80*,1,·,4
CC1=C/C(=N\NC(=O)c2ccccc2)CC1,-0.3,-1,1.6,1.1,12,0.3,1.1,-3,1,4,-20
COc1ccc(-n2c(Cc3cccn3C)nnc2SCC(=O)Nc2nc(C)cs2)cc1,-1.1,2,2.7,1,4,-0.2,1,-8,1,-6,-4
CCOC(=O)C1=C(O)/C(=C\c2ccc(CNC(=O)C(=O)Nc3ccc(C)c(C)c3)o2)N=C1C,0.8,18,2.1,1.3,2,-0.2,1.5,-3,0.8,·,-6
COC(=O)c1cccc(NC(=O)c2ccco2)c1,0.5,5,0.0,1.1,4,0.1,1.1,45,0.9,·,-1
Cc1ccc(N(CCC(=O)O)S(=O)(=O)c2ccccc2)cc1,-0.3,6,0.7,0.9,9,-0.4,0.9,-6,0.9,2,-1
O=C(CN1CCCCCC1)N1c2ccccc2Sc2ccc(C(F)(F)F)cc21,-0.1,14,0.6,1.1,11,-0.3,1.1,46,0.9,·,-1
Cc1cc(Cl)ccc1NC(=S)NCc1ccccc1Cl,-0.2,12,1.9,0.9,11,-0.1,0.9,21,0.9,14,-3

# (continued)
SMILES,Redox H2O2 prof,Diaphorase inh,RAM network inh,PMI activator,G6PDH CS,Hsp70 act,PMI act satM6P,L major viab,Diaphorase act,S1P3 antag,TLR4 MyD88 comp
CC(Oc1ccc(Br)cc1Br)C(=O)NC1CCCC1 (stereo unspecified),-1.2,10,1.0,0.9,7,-0.2,1,-1,0.9,-19,-3
CCc1ccccc1Nc1cc(C(=O)NCc2ccccn2)c2ccccc2n1,-0.7,11,-0.1,0.9,0,-0.3,1,13,0.9,10,-10
O=C(Nc1nc(-c2ccccc2)cs1)C1CCCCN1S(=O)(=O)c1ccc(Cl)cc1 (stereo unspecified),0.4,21,5.3,0.9,5,0.1,1,100*,0.8,·,12
C/C(=N\NC(=O)c1ccc2c(c1)OCO2)c1ccco1,1.1,2,0.1,1.1,-6,-0.3,1,-4,1,8,5
CC(C)(C)c1ccc(OC(=O)c2ccc3snnc3c2)cc1,0.1,4,1.7,0.9,7,-0.2,1,1,1,8,-8
CC1=C(C(=O)OC(C)C)C(c2cccnc2)C2=C(CCCC2=O)N1 (stereo unspecified),-0.8,9,0.4,0.9,2,0.0,1,36,0.9,-11,-11
Cc1cc(Cl)ccc1OCC(=O)NCCOC(=O)Nc1sc(=S)n(C)c1C,0.2,11,4.2,1,-11,0.0,1,-2,0.9,-19,-11
Cc1cc(S(=O)(=O)Nc2c(C)ccc3nsnc23)ccc1F,-2.7,11,0.7,1,7,0.1,0.9,-3,0.9,·,-2
Cc1onc(-c2ccccc2)c1C(=O)NNC(=S)NC(=O)c1ccc(Cl)cc1Cl,0.2,36,4.0,1.2,5,-0.4,1.2,-6,0.6,1,-2
CCCc1ccc(Oc2c(-c3ccc(O)c(C)c3O)n[nH]c2C)cc1,-0.5,15,9.1*,1.1,4,-0.1,1,10,0.8,28,-8
CCCOc1ccc(OCCN2CCCC(C)C2)cc1 (stereo unspecified),-0.5,16,-0.1,1,16,0.0,0.9,96*,0.8,-15,-11
CCOC(=O)c1ccc(N=Nc2c(C)c(C#N)c(O)[nH]c2=O)cc1,-0.6,14,1.6,1,-1,0.3,0.9,0,0.9,-26,0
O=C(NCc1nnc(SCC(=O)N2CCOCC2)o1)c1cccs1,-0.6,6,0.8,1.1,2,-0.4,1.2,-5,0.9,-14,7
Cc1ccccc1N1C(=O)CN(Cc2sccc2C)C1=S,0.1,11,0.0,1.1,8,-0.1,1,93*,0.9,5,-14
COc1ccc(CC(=O)OCc2nnc(C3COc4ccccc4O3)o2)cc1OC (stereo unspecified),2.5,18,-0.8,0.9,3,-0.3,0.9,1,0.8,-16,8
Cc1ccc2c(CC(=O)NCC(C)(C)N3CCOCC3)coc2c1,0.1,-10,0.0,1.1,3,-0.1,1,15,1.1,-9,6
CCCn1c(Nc2ccccc2C)nc2ccccc21,-3.0,2,2.5,1,-2,0.1,0.9,50,1,·,-4
O=C(NCc1ccncc1)C1CCCCC1,0.3,9,0.4,0.9,-3,-0.2,1,0,0.9,·,4
